RGS4 inh: human RGS4 inhibition | hit rate 0.45% among 310,000 | B-score at 10 µM | HEK293 M3R/RGS4 inducible, Fluo-4 calcium flux; active compounds read high; triggered by carbachol at its EC20 | P49798;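 active = B-score, a plate-corrected calcium signal, over three deviations above library mean, with baseline fluorescence within five deviations of library mean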;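 also: RGS4 expression induced by doxycycline in cells with stable M3 receptor; B-score is computed from the integrated fluorescence ratio over baseline after carbachol; higher B-score means a larger calcium signal and so more RGS4 inhibition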
hERG rescue: compounds protecting human hERG from proarrhythmic drug block; Q12809; activation (rescue from dofetilide block), less the hit threshold, % at 10 µM; hit rate 0.51% among 310,000; CHO-hERG, FluxOR thallium flux, dofetilide IC70 present;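 active = activation above the mean of controls blocked by dofetilide plus 5 SD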;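 also: thallium influx through hERG after potassium depolarization seen as dye fluorescence rise; in these data hits start at about 4.7%; inactives centre near -7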
Target sequence (Q12809 whole entry, looked up): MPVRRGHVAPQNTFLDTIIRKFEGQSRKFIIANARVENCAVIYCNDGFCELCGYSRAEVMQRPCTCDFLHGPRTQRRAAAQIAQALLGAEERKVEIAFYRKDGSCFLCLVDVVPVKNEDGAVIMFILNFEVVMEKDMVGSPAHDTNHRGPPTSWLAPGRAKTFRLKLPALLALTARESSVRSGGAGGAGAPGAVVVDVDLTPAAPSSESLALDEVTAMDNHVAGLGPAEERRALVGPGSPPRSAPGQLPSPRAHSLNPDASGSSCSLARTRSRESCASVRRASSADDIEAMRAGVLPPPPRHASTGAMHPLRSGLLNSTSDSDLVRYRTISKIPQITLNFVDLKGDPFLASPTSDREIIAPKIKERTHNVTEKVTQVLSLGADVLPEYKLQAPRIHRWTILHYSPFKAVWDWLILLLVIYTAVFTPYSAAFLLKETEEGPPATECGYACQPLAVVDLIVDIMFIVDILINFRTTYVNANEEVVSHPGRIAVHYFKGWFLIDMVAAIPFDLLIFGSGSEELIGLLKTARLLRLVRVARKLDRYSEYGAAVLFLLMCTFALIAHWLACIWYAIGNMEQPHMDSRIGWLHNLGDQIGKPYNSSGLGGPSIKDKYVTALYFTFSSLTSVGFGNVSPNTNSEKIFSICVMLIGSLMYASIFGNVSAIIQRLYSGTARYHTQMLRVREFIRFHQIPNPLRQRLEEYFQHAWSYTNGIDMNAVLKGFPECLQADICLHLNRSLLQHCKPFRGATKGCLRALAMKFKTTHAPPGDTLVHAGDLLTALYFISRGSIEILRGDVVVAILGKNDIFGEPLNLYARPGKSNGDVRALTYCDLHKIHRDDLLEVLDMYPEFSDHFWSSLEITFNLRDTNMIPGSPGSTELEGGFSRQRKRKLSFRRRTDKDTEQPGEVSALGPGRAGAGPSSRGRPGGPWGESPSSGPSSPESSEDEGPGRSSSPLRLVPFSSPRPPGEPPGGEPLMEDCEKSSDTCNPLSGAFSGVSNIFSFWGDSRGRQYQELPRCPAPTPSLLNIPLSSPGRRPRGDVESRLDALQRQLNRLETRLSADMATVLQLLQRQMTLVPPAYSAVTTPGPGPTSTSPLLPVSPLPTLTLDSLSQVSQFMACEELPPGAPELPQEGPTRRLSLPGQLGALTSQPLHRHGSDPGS
KCNQ1 inh: inhibitors of human KCNQ1 potassium channel. P51787. CHO-K1 KCNQ1, FluxOR thallium flux fluorescence; active compounds read high. B-score at 10 µM. hit rate 1.3% among 310,000. AID 2642;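 active = compounds whose thallium flux B-score, printed positive for inhibition, exceeds three library SD while starting fluorescence stays within three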;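 also: channel opened by potassium depolarization with thallium stimulus after 20 min compound exposure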
KCNK3 inh: human KCNK3 channel inhibition, primary screen | AID 602410 | O14649 | B-score at 10 µM | hit rate 0.84% among 340,000 | CHO-KCNK3 thallium flux, FluxOR fluorescence; active compounds read low;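 active = B-score under library mean minus 4 SD, starting fluorescence ratio at most library mean plus 5 SD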;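 also: more negative B-score means stronger inhibition of thallium flux through KCNK3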
KCNQ1 act: potentiators or activators of human KCNQ1 potassium channel; P51787; CHO-K1 KCNQ1, thallium flux FluxOR fluorescence; active compounds read high; B-score at 10 µM; hit rate 0.35% among 310,000; AID 2648;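 active = fluorescence ratio B-score, a plate-corrected score, at least three library SD, with initial intensity B-score within 5 SD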
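Schedule – 37 °C overnight plating, 90-min dark dye load, 20-min compound pretreatment · System – stable KCNQ1 CHO-K1 line · Probe or stimulus – thallium- and potassium-containing depolarizing buffer · Measured by – kinetic FluxOR fluorescence, 10 s baseline plus 110 s post-stimulus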
KCNK9 inh: inhibitors of human KCNK9 two-pore domain potassium channel; Q9NPC2; HEK293 KCNK9, FluxOR thallium flux fluorescence; active compounds read low; B-score at 10 µM; hit rate 1.2% among 310,000;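 active = ratio B-score over 3 SD below the library mean, with starting fluorescence within 5 SD of its mean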;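 also: negative B-score means less thallium flux so channel inhibition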
RGS4 act: RGS4 potentiation or activation | HEK293 M3R/inducible RGS4, carbachol calcium flux Fluo4; active compounds read low | B-score at 10 µM | hit rate 0.92% among 310,000 | AID 463111;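 active = B-score of the integrated calcium signal more than 4 SD below the library mean, with starting fluorescence not abnormally high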;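 also: negative B-score means reduced calcium response which marks RGS4 activation or potentiation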
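Assay system: Inducible-RGS4 HEK293 cells carrying M3 receptor | Schedule: Compound preincubation 20 min at room temperature before agonist | Signal: Kinetic calcium fluorescence imaging with Fluo4-AM dye, 2 µM | Read-out basis: B score from integrated fluorescence ratio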
GSK3beta inhib: inhibitors of human GSK3beta kinase. GST-GSK3beta kinase, ADP-Glo luminescence, 60 min; active compounds read low. activity score (negative = inhibition), % at 10 µM. P49841. AID 2097. hit rate 0.038% among 300,000;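 active = more than half of replicate wells score below -50%, meaning over 50% inhibition versus plate controls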;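 also: 0% = median DMSO wells and -100% = median GW8510 positive control wells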
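Test system: GST-tagged human GSK3beta kinase, cell-free; evaluation: activity score scaled between in-plate DMSO and GW8510 controls; measured by: ADP-Glo luminescence; incubation: 60 min reaction, RT; benchmarks: DMSO and 20 µM GW8510; reagent: peptide substrate plus 25 µM ATP (final); medium: Tris/MgCl2 kinase buffer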
Dyrk1A ADPGlo: inhibitors of rat Dyrk1A kinase | ADP-Glo luminescence, NFATc1 peptide | inhibition, % at 12.5 µM | hit rate 0.43% among 310,000; in the data active = inhibition above about 50%;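 also: plate controls were vehicle with enzyme for no effect and no enzyme for full effect; many of its hits are not listed in these tables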
PolyA inhibitor: blocks polyadenylation in yeast reporter cells; S. cerevisiae SKY197-pL101 polyadenylation reporter, beta-gal luminescence; efflux-impaired pdr1/pdr3 knockout yeast; score 100 = 6 SD above DMSO; calls only at 12 µM; hit rate 0.02% among 300,000;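 active = lowest replicate activity score at least 50, where 100 means six control SD above control mean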;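 also: yeast exposed to compound for 9 h at 30 °C; higher score means more reporter readthrough which indicates perturbed polyadenylation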
GSK3 alpha inh: human GSK-3 alpha kinase inhibition; P49840; ADP-Glo luminescence, 60 min; inhibition, % at 10 µM; hit rate 0.1% among 320,000; AID 2650;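 in the data active = inhibition above about 50%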;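 also: GST-tagged GSK-3 alpha with peptide substrate and 25 µM ATP; 0% = DMSO neutral wells and 100% = GW8510 positive control wells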
An asterisk follows results filed as active. The list is partial. The share of hits here may be higher or lower than overall.

For COc1ccc(Cl)cc1C(=O)Nc1ccc2c(c1)OCCO2 the results were RGS4 inh inactive, hERG rescue 0.0, KCNQ1 inh inactive, KCNK3 inh inactive, KCNQ1 act inactive, KCNK9 inh inactive, RGS4 act inactive, GSK3beta inhib -1.0, Dyrk1A ADPGlo -4.2, PolyA inhibitor inactive and GSK3 alpha inh -0.8.
`COc1ccccc1OCCSc1ncnc2nc[nH]c12` gave RGS4 inh inactive, hERG rescue -8.7, KCNQ1 inh inactive, KCNK3 inh inactive, KCNQ1 act inactive, KCNK9 inh inactive, RGS4 act inactive, GSK3beta inhib 1.0, Dyrk1A ADPGlo 10.6, PolyA inhibitor inactive and GSK3 alpha inh 23.1.
`CCn1c(NC(=O)C(C)C)c(-c2cccs2)c(=O)c2ccccc21` gave RGS4 inh inactive, hERG rescue -8.1, KCNQ1 inh inactive, KCNK3 inh inactive, KCNQ1 act inactive, KCNK9 inh inactive, RGS4 act inactive, GSK3beta inhib 5.9, Dyrk1A ADPGlo -2.3, PolyA inhibitor inactive and GSK3 alpha inh -0.8.
Screening O=C(COC(=O)/C=C/c1cccc([N+](=O)[O-])c1)NCC1CCCO1 (stereo not given) returned RGS4 inh inactive, hERG rescue -10.5, KCNQ1 inh inactive, KCNK3 inh inactive, KCNQ1 act inactive, KCNK9 inh inactive, RGS4 act inactive, GSK3beta inhib -5.7, PolyA inhibitor inactive and GSK3 alpha inh -0.8.
C/C=C(/C)C(=O)Nc1cccc(C2=NOC3(C2)C[C@@H](C(N)=O)N(C(=O)C2(C)CC2)C3)c1 (stereo not given in full) was read as RGS4 inh inactive, hERG rescue -6.1, KCNQ1 inh inactive, KCNK3 inh inactive, KCNQ1 act inactive, KCNK9 inh inactive, RGS4 act inactive, GSK3beta inhib -1.4, Dyrk1A ADPGlo 1.9, PolyA inhibitor inactive and GSK3 alpha inh -2.1.
Screening CC(=O)c1c(O)c2cccc3c2n(c1=O)CCC3 returned RGS4 inh inactive, hERG rescue -5.2, KCNQ1 inh inactive, KCNK3 inh inactive, KCNQ1 act inactive, KCNK9 inh inactive, RGS4 act inactive, GSK3beta inhib -0.8, Dyrk1A ADPGlo 7.5, PolyA inhibitor inactive and GSK3 alpha inh -2.1.
For COC(=O)c1sc2cc(C(F)(F)F)cnc2c1-c1cccnc1 the results were RGS4 inh inactive, hERG rescue -6.7, KCNQ1 inh inactive, KCNK3 inh inactive, KCNQ1 act inactive, KCNK9 inh inactive, RGS4 act inactive, GSK3beta inhib 6.5, Dyrk1A ADPGlo -4.0, PolyA inhibitor inactive and GSK3 alpha inh 2.9.
COc1cc2cc(Br)cc(Br)c2nc1C was read as RGS4 inh inactive, hERG rescue -9.2, KCNQ1 inh inactive, KCNK3 inh inactive, KCNQ1 act inactive, KCNK9 inh inactive, RGS4 act inactive, GSK3beta inhib 4.1, Dyrk1A ADPGlo 2.6, PolyA inhibitor inactive and GSK3 alpha inh -1.7.
For O=C(O)CC(SCC(=O)Nc1ccccc1)C(=O)O (stereo not given) the results were RGS4 inh inactive, hERG rescue -4.5, KCNQ1 inh inactive, KCNK3 inh inactive, KCNQ1 act inactive, KCNK9 inh inactive, RGS4 act inactive, GSK3beta inhib 3.7, Dyrk1A ADPGlo -6.3 and GSK3 alpha inh -0.6.
C=CCn1c(Oc2cccc(C)c2)nc2c1c(=O)n(C)c(=O)n2C was read as RGS4 inh inactive, hERG rescue -9.4, KCNQ1 inh inactive, KCNK3 inh inactive, KCNQ1 act inactive, KCNK9 inh inactive, RGS4 act inactive, GSK3beta inhib -3.4, Dyrk1A ADPGlo 2.9, PolyA inhibitor inactive and GSK3 alpha inh 2.3.
Cc1ccc(Nc2nc3nonc3nc2N(C)C)cc1 was read as RGS4 inh inactive, hERG rescue -1.6, KCNQ1 inh inactive, KCNK3 inh inactive, KCNQ1 act inactive, KCNK9 inh inactive, RGS4 act inactive, GSK3beta inhib 0.8, Dyrk1A ADPGlo -3.3, PolyA inhibitor inactive and GSK3 alpha inh 1.5.
For C#CCn1c(CCNC(=O)c2ccco2)nc2ccccc21 the results were RGS4 inh inactive, hERG rescue -4.3, KCNQ1 inh inactive, KCNK3 inh inactive, KCNQ1 act inactive, KCNK9 inh inactive, RGS4 act inactive, GSK3beta inhib 1.8, PolyA inhibitor inactive and GSK3 alpha inh -0.1.
For COc1ccc(N2CCN(C(=O)CCNS(=O)(=O)c3cc(Br)cnc3N)CC2)cc1 the results were RGS4 inh inactive, hERG rescue -4.6, KCNQ1 inh inactive, KCNK3 inh inactive, KCNQ1 act inactive, KCNK9 inh inactive, RGS4 act inactive, GSK3beta inhib 1.4, Dyrk1A ADPGlo 3.5, PolyA inhibitor inactive and GSK3 alpha inh -0.9.
For O=C(O)c1ccccc1-c1ccccc1C(=O)Nc1ccc(OC(F)(F)F)cc1 the results were RGS4 inh inactive, hERG rescue -1.2, KCNQ1 inh inactive, KCNK3 inh inactive, KCNQ1 act inactive, KCNK9 inh inactive, RGS4 act inactive, GSK3beta inhib -21.3, Dyrk1A ADPGlo 4.2, PolyA inhibitor inactive and GSK3 alpha inh -4.6.
Cc1c(C(=O)NCc2cccnc2)oc2ccc(S(=O)(=O)N3CC(C)CC(C)C3)cc12 (stereo not given) was read as RGS4 inh inactive, hERG rescue -9.2, KCNQ1 inh inactive, KCNK3 inh inactive, KCNQ1 act inactive, KCNK9 inh inactive, RGS4 act inactive, GSK3beta inhib -0.7, Dyrk1A ADPGlo -2.3, PolyA inhibitor inactive and GSK3 alpha inh 1.9.
Cc1cccc(N2CCN(C(c3ccc(N(C)C)cc3)c3nnnn3C(C)(C)C)CC2)c1C (stereo not given) was read as RGS4 inh inactive, hERG rescue -6.1, KCNQ1 inh inactive, KCNK3 inh inactive, KCNQ1 act inactive, KCNK9 inh -7.3*, RGS4 act inactive, GSK3beta inhib -0.3, Dyrk1A ADPGlo -1.3, PolyA inhibitor inactive and GSK3 alpha inh -1.4.
CCCC(=O)Nc1ccc(NC(=O)C23CC4CC(CC(C4)C2)C3)cn1 was read as RGS4 inh inactive, hERG rescue -5.4, KCNQ1 inh inactive, KCNK3 inh inactive, KCNQ1 act inactive, KCNK9 inh inactive, RGS4 act inactive, GSK3beta inhib 0.7, Dyrk1A ADPGlo -0.6, PolyA inhibitor inactive and GSK3 alpha inh -3.0.
Screening CN(C)N1C(=O)CC(NNC(=O)c2ccncc2)C1=O (stereo not given) returned RGS4 inh inactive, hERG rescue -4.5, KCNQ1 inh inactive, KCNK3 inh inactive, KCNQ1 act inactive, KCNK9 inh inactive, RGS4 act inactive, GSK3beta inhib -9.1, Dyrk1A ADPGlo -6.0, PolyA inhibitor inactive and GSK3 alpha inh -1.8.
O=C(CC1SC(=O)N(c2ccccc2)C1=O)Nc1ccccc1 (stereo not given) was read as RGS4 inh inactive, hERG rescue -4.5, KCNQ1 inh inactive, KCNK3 inh inactive, KCNQ1 act inactive, KCNK9 inh inactive, RGS4 act inactive, GSK3beta inhib 2.6, Dyrk1A ADPGlo -1.7, PolyA inhibitor inactive and GSK3 alpha inh -0.5.
O=C(C1=NN[C@@H]2C(=O)N(c3ccccc3C(F)(F)F)C(=O)[C@H]12)c1cnccn1 was read as RGS4 inh inactive, hERG rescue -11.6, KCNQ1 inh inactive, KCNK3 inh inactive, KCNQ1 act inactive, KCNK9 inh inactive, RGS4 act inactive, GSK3beta inhib -3.1, Dyrk1A ADPGlo 0.2, PolyA inhibitor inactive and GSK3 alpha inh -3.9.
For CCOC(=O)c1sc2nc(SCC(=O)NCc3ccco3)n(Cc3ccccc3)c(=O)c2c1C the results were RGS4 inh inactive, hERG rescue -4.1, KCNQ1 inh inactive, KCNK3 inh inactive, KCNQ1 act inactive, KCNK9 inh inactive, RGS4 act inactive, GSK3beta inhib 2.2, Dyrk1A ADPGlo -4.8, PolyA inhibitor inactive and GSK3 alpha inh 3.8.
CCOc1ccc2nc(SCC(=O)NC(=O)NCc3ccco3)sc2c1 was read as RGS4 inh inactive, hERG rescue -6.3, KCNQ1 inh inactive, KCNK3 inh inactive, KCNQ1 act inactive, KCNK9 inh inactive, RGS4 act inactive, GSK3beta inhib -1.0, Dyrk1A ADPGlo -1.5, PolyA inhibitor inactive and GSK3 alpha inh -4.0.
CCN(CC)CC(=O)Nc1c2c(nc3ccccc13)N(C)CC2 was read as RGS4 inh inactive, hERG rescue -8.0, KCNQ1 inh inactive, KCNK3 inh inactive, KCNQ1 act inactive, KCNK9 inh inactive, RGS4 act inactive, GSK3beta inhib -1.3, Dyrk1A ADPGlo 13.8, PolyA inhibitor inactive and GSK3 alpha inh 5.8.
Screening Cc1ccc(NC(=O)CN2C(=O)CN(C)C2=O)cc1S(=O)(=O)N1CCCCC1 returned RGS4 inh inactive, hERG rescue -12.2, KCNQ1 inh inactive, KCNK3 inh inactive, KCNQ1 act inactive, KCNK9 inh inactive, RGS4 act inactive, GSK3beta inhib -0.9, Dyrk1A ADPGlo 0.4, PolyA inhibitor inactive and GSK3 alpha inh -0.6.
For COc1cccc(C(=O)OCC(=O)NC(=O)NC2CCCC2)c1O the results were RGS4 inh inactive, hERG rescue -4.9, KCNQ1 inh inactive, KCNK3 inh inactive, KCNQ1 act inactive, KCNK9 inh inactive, RGS4 act inactive, GSK3beta inhib 0.3, Dyrk1A ADPGlo -4.3, PolyA inhibitor inactive and GSK3 alpha inh -1.2.
CCC(NC(=S)NCc1ccc(F)cc1)c1ccc(C(C)C)cc1 (stereo not given) was read as RGS4 inh inactive, hERG rescue -12.7, KCNQ1 inh inactive, KCNK3 inh inactive, KCNQ1 act inactive, KCNK9 inh inactive, RGS4 act inactive, GSK3beta inhib 0.6, Dyrk1A ADPGlo -1.6, PolyA inhibitor inactive and GSK3 alpha inh 0.3.
For COC(=O)C1=C(C)NC(C)=C(C(=O)OC)C1C1CC=CCC1 (stereo not given) the results were RGS4 inh inactive, hERG rescue -10.4, KCNQ1 inh inactive, KCNK3 inh inactive, KCNQ1 act inactive, KCNK9 inh inactive, RGS4 act inactive, GSK3beta inhib 3.0, Dyrk1A ADPGlo -4.2, PolyA inhibitor inactive and GSK3 alpha inh -2.3.

From PubChem BioAssay
